Bioassay records from PubChem.
PPARg SRC-3 ag – PPARgamma agonists recruiting SRC-3 coactivator, primary screen, biochemical; 200,000 compounds, 0.26% hits; biochemical PPARgamma/SRC-3 coactivator recruitment assay; activation, % at 8 µM; in the data active = activation above about 23%;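 also: 0% = DMSO and 100% = reference agonist; some compounds past the cut are filed as inactive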
PPARg SRC-2 ag – agonists of PPARg-SRC-2 recruitment, primary screen, biochemical, HTS; Peroxisome proliferator-activated receptor gamma (Homo sapiens), P37231; PPARgamma LBD-SRC-2 recruitment; activation, % at 8 µM; 200,000 compounds, 0.34% hits; AID 1032, 2008; in the data active = activation above about 22%;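 also: 0% = vehicle and 100% = reference agonist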
PPARg SRC-1 ag – PPARgamma agonists recruiting SRC-1 coactivator, primary screen, biochemical. activation, % at 8 µM. Peroxisome proliferator-activated receptor gamma (Homo sapiens), P37231. 200,000 compounds, 0.41% hits. PPARgamma-SRC-1 coactivator recruitment biochemical assay; in the data active = activation above about 19%;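 also: 0% = DMSO and 100% = reference agonist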
STAT1 inh – STAT1 signaling inhibitors, primary screen, cell-based, HTS, luciferase reporter. inhibition, % at 5.5 µM. NIH 3T3 STAT1-luciferase reporter, IFN-gamma, luminescence. 200,000 compounds, 0.35% hits;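 active = inhibition above a set limit, the mean inhibition across all tested compounds plus 3 SD, cut at about 34% in these data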;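 also: 0% = IFN-gamma with DMSO and 100% = IFN-gamma with 300 µM nifuroxazide; values of inactives mirror those of a sister screen read the other way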
S1P3 antagonist – S1P3 receptor antagonists, primary screen, cell-based; Sphingosine 1-phosphate receptor 3 (Homo sapiens), Q99500; CHO S1P3 NFAT-BLA reporter, FRET fluorescence, antagonist mode; inhibition, % at 4.98 µM; 170,000 compounds, 0.27% hits; AID 485, 2006;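 active = inhibition above the plate cutoff, the mean inhibition of test wells on that plate plus 3 SD, cut at about 28% in these data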;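 also: cells challenged with S1P at its EC80 of 0.8 µM; blue over green emission ratio from cleaved BLA substrate after 4 h stimulation; 0% = S1P-stimulated wells and 100% = unstimulated DMSO-only wells; some compounds past the cut are filed as inactive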
TR-FRET SRC-2 ct – TR-FRET signal artefacts, primary screen, artefact control for PPARgamma SRC-2 agonist project, biochemical; TR-FRET ratio at 8 µM; AID 1049, 2008; 200,000 compounds, 0.4% hits; TR-FRET artefact counter-screen; stronger effect = higher value; in the data active = TR-FRET ratio above about 2000; also: inactives centre near 1500
STAT3 inh – IL-6 driven STAT3 reporter inhibitors, primary screen, U3A cells, luciferase, luminescence, MLSCN library; inhibition, % at 5.5 µM; 190,000 compounds, 0.89% hits; IL-6 STAT3-luciferase reporter; host cell line lacks STAT1; AID 862, 2007;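 active = inhibition above the mean inhibition across all screened compounds plus 3 SD, cut at about 44% in these data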;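 also: 0% = DMSO only wells and 100% = 100 µM nifuroxazide control wells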
RAM network inh – inhibitors of the yeast RAM network, primary screen, dse1pr::URA3 reporter, 5-FOA selection; 190,000 compounds, 1.8% hits; S. cerevisiae dse1pr::URA3 reporter, 5-FOA growth OD615, 2 d; analog-sensitive cbk1-as2 kinase mutant strain; inhibition, % at 50 µM;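 active = inhibition above a set limit, 3 SD over mean compound inhibition, cut at about 8.4% in these data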;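 also: 0% = DMSO-only wells with no growth and 100% = 10 µM 1-NA-PP1 full growth; inhibition rescues growth on 5-FOA so higher OD means more RAM inhibition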
TLR4 MyD88 comp – inhibitors of TLR4-MyD88 association in cells, primary screen, cell-based, HeLa CL3-4, BLA complementation, FRET ratio | AID 861, 2007 | HeLa CL3-4 TLR4/MyD88 BLA complementation | 200,000 compounds, 0.18% hits | inhibition, % at 8.4 µM | Toll-like receptor 4 (Homo sapiens) + Myeloid differentiation primary response protein …; in the data active = inhibition above about 25%;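 also: 0% = vehicle and 100% = reference inhibitor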
Target sequence (O00206 whole entry, looked up): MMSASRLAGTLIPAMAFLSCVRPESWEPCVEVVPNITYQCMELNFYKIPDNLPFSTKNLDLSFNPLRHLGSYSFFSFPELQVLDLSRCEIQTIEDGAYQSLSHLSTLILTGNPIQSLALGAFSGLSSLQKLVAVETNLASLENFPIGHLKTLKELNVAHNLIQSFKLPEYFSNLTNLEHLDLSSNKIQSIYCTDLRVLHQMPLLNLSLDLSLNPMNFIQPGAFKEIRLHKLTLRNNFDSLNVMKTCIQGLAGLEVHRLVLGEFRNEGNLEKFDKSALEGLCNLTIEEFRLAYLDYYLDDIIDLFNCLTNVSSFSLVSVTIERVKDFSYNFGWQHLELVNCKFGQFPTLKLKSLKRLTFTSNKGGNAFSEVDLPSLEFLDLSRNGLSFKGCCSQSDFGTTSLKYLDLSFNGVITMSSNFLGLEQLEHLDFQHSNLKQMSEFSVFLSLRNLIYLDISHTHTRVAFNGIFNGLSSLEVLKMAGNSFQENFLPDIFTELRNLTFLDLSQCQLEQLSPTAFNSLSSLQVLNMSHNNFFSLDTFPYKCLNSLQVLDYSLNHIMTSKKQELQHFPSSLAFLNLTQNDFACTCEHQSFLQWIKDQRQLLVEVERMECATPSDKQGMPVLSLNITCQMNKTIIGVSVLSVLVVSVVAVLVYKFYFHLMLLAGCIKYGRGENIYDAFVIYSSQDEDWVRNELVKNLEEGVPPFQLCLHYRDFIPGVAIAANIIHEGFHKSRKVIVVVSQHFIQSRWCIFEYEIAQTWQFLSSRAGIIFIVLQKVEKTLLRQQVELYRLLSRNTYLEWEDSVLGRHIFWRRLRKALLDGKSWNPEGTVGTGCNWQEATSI
Target sequence (Q99836 whole entry, looked up): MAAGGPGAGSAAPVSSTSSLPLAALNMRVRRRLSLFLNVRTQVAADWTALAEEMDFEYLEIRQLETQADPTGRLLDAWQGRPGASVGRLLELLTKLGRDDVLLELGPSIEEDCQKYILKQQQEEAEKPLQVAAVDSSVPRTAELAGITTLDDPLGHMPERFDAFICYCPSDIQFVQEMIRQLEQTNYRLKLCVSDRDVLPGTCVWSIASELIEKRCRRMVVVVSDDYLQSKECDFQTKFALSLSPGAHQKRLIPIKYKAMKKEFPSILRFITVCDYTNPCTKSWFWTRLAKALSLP
ROMK primary – ROMK potassium channel modulators, primary screen, cell-based, thallium flux, MLSMR library | ATP-sensitive inward rectifier potassium channel 1 (Homo sapiens), P48048 | Tet-inducible ROMK, thallium flux fluorescence; actives lie on both sides | B-score at 10 µM | 130,000 compounds, 2% hits | AID 1918, 2009;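 active = signal ratio slope over the read window, or its plate-corrected B-score, at least 3 SD from the plate mean, either direction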;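 also: B-score of the F/F0 ratio slope over 7 to 12 s after thallium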
STAT3 activator – IL-6 driven STAT3 reporter potentiators, primary screen, U3A cells, luciferase, luminescence, MLSCN library; IL-6 STAT3-luciferase reporter; 100% = signal with IL-6 EC80 alone; activation (% of control), % at 5.6 µM; 190,000 compounds, 0.91% hits; AID 871, 2007;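 active = activation above the screen-wide mean of compound activation plus 3 SD, cut at about 130% in these data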;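 also: 0% = background luminescence of wells with medium and substrate only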
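Material: STAT3-luciferase reporter U3A cells; Probe or stimulus: IL-6 (33 ng/mL); Incubation: compound pre-incubation 1 h before IL-6, then 6 h stimulation at 37 °C; Technique: luminescence from STAT3-driven luciferase reporter; Evaluation: % activation versus median of IL-6-stimulated wells; Controls: IL-6-only high control.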
The depositor's hits bear a star; / = not tested or not shown.

compound,PPARg SRC-3 ag,PPARg SRC-2 ag,PPARg SRC-1 ag,STAT1 inh,S1P3 antagonist,TR-FRET SRC-2 ct,STAT3 inh,RAM network inh,TLR4 MyD88 comp,ROMK primary,STAT3 activator
COc1cccc(C(=O)COC(=O)c2ccc(NC(=O)c3ccccc3)cc2)c1,19,1,-9,-4,/,1389,16,/,-1,/,94
Cc1cc(Oc2ccccc2)nc(N)n1,-8,2,5,-2,-22,1537,-5,0.7,-17,-0.0063,106
COc1ccc(C(=O)/C=C/Nc2cc(C)on2)cc1,13,0,5,-42,/,1494,19,4.9,6,0.2,90
CCCCCn1c(=O)[nH]c2cc(C(=O)N3CCN(CC)CC3)ccc2c1=O,4,4,1,-2,/,1507,9,-1.2,-13,-0.62,98
COc1cc(C(=O)NCCCn2ccnc2)cc(OC)c1OC,-1,-2,-12,-5,-18,1440,-7,-0.5,-1,/,109
Cc1ccc(-c2ccc(/C=N/NC(=S)Nc3ccccc3)o2)cc1[N+](=O)[O-],6,4,4,-1,/,1701,23,5.5,0,/,87
N#CC(c1nc2ccccc2nc1N1CCCC1)S(=O)(=O)c1ccccc1 (configuration not stated),-8,-6,10,-8,/,1401,4,3.3,8,-1.4,101
Cn1c(=O)c2c(nc(NCc3ccco3)n2C)n(C)c1=O,1,-4,0,3,5,1525,4,1.0,-1,-0.00029,99
CCNC(=O)c1ccc(NS(=O)(=O)c2ccccc2)cc1,9,5,7,5,-27,1626,3,1.2,0,/,101
COc1cc2[nH]c(=O)n(Cc3ccc(C(=O)NCCCN4CCC(C)CC4)cc3)c(=O)c2cc1OC,-2,-3,7,-6,/,1387,2,0.0,17,-0.21,96
CC(C)NC(=O)NC(=O)COC(=O)C1CCCN1C(=O)c1cccs1 (configuration not stated),-10,9,2,-11,/,1500,-4,-0.6,-13,0.28,104
CCCSc1n[nH]c(NC(C)=O)n1,1,7,0,-1,2,1476,2,-0.7,2,/,106
Cn1c(SCC(=O)c2ccc(-c3ccccc3)cc2)nnc1-c1ccco1,0,8,13,4,-7,1788,12,1.3,-20,/,94
N#CC1=C(Nc2ccccc2)SC=C(c2ccccc2)N=C1N1CCOCC1,1,2,-1,-4,/,1426,1,0.0,1,-0.0017,104
CC(NC(=O)/C=C/c1ccco1)c1nc2ccccc2n1Cc1ccccc1F (configuration not stated),2,-1,6,1,15,1509,-6,1.0,-15,/,107
C=CCN1C(=O)S/C(=C\c2ccc3c(c2)n(C)c(=O)n3C)C1=O,-4,4,-8,11,-5,1434,1,4.9,-7,0.062,97
COc1ccc(/C=N/NC(=O)c2ccc(Cl)cc2Cl)cc1COC(C)=O,3,-1,-1,10,14,1488,1,1.1,-4,2.2,103
COC(=O)c1cccc(NC(=O)c2cc(OC)c(OC)c(OC)c2Br)c1,0,3,-2,0,-4,1653,-2,-0.4,-11,0.53,102
O=C(NCCNCCO)c1c(O)c2cccc3c2n(c1=O)CCC3,-3,5,6,-3,0,1661,0,-0.6,0,-1.4,106
COC1CCCCC1Nc1cc(C)ccc1C (configuration not stated),5,-2,5,-10,-27,1607,3,0.7,9,-0.34,100
Cc1cccc(Cn2c(C)nc3c(N)c(C)c(C)cc32)c1,7,-7,-1,2,-15,1547,-2,1.4,-8,-0.59,104
COc1ccc(N(CC(=O)NCC2CCCO2)S(=O)(=O)c2c(C)noc2C)cc1 (configuration not stated),-4,-8,4,-9,-14,1419,-4,0.9,4,-0.26,108
OC(CNCc1ccccc1F)(c1ccc(F)cc1)c1ccc(F)cc1,-6,-6,-3,14,6,1415,-1,-1.5,7,-0.074,102
CC(C)C(=O)Nc1cccc(C(=O)Nc2cc([N+](=O)[O-])ccc2F)c1,6,7,-1,9,-6,1557,23,3.5,2,-0.35,84
COc1cc(CNc2cc(C)ccc2C)cc(OC)c1OC,3,-4,3,7,-32,1475,1,1.6,-2,0.26,102
CCOCCCNC(=O)C(NC(=O)c1ccccc1O)c1ccc(Cl)cc1 (configuration not stated),4,-4,-6,-9,8,1489,13,3.2,-8,0.31,98
O=C(Cn1c(=O)n(-c2ccccc2)c(=O)c2oc3ccccc3c21)Nc1ccccc1,-1,3,0,-2,-15,1609,0,1.8,-21,/,102
O=C(CCN1CCN(c2ccc(Cl)cc2)CC1)Nc1nccs1,6,3,0,-4,/,1577,-2,-1.1,-5,-0.67,102
Cc1cc(C)nc(OC(=O)c2c(Cl)cc(Cl)cc2Cl)n1,2,-7,-7,7,-17,1414,24,2.0,-13,-0.4,86
O=S(=O)(Nc1ccc(Br)cn1)c1cccs1,0,2,10,-1,-19,1487,9,0.5,-4,0.019,93
CC1(C)OC(=O)N2CCc3ccccc3C21C (configuration not stated),7,0,2,-11,/,1561,-6,1.2,-11,0.089,108
C=CCCc1ccc(C#N)c(SCc2c(C(=O)OCC)c3cc(OC(C)=O)c(Br)cc3n2C)n1,0,0,1,3,-4,1635,25,2.7,0,/,81
COc1nc(Nc2cccc([N+](=O)[O-])c2)nc(OC)n1,1,-4,-3,-10,-8,1604,23,0.4,-9,-1,86
Cc1cccc(NC(=S)Nc2cccc(C(F)(F)F)c2)n1,5,1,-1,-7,3,1690,6,5.6,-15,2,94
O=C(Nc1ncn[nH]1)c1c(Cl)ccc(Cl)c1Cl,1,1,-1,0,/,1495,6,0.3,-10,-0.76,97
CCOc1ccc(NC(=O)c2ccc(S(=O)(=O)N(C)C)cc2)cc1,0,6,4,8,-21,1711,16,2.9,-3,/,88
O=C(CSCc1ccc(Cl)cc1Cl)Nc1c[nH]c(=O)[nH]c1=O,6,-3,-2,9,-13,1541,6,3.4,5,/,95
COc1ccc(C2C=C(c3ccccc3)Nc3ncnn32)cc1 (configuration not stated),2,0,6,5,46,1666,29,-0.7,14,/,78
Cn1c(SCC(=O)NC(C)(C)C)nc(O)cc1=O,-10,-8,2,-1,-13,1376,0,-1.0,14,0.089,104
Cc1cccc(C)c1N(CC(=O)N1CCN(C)CC1)S(C)(=O)=O,1,1,-3,6,-18,1359,-2,0.5,11,/,101
Oc1ccc(Oc2ncc(Cl)cc2Cl)cc1,-8,16,-5,3,-2,1698,6,-0.2,7,-0.21,98
COc1ccc(NC(=S)N/N=C2\CC(C)(C)Oc3ccc(OC)cc32)cc1,-4,4,5,3,-8,1469,0,6.5,4,/,103
CCOC(=O)c1[nH]c(C)c(C(=O)NC2CCN(C(=O)OCC)CC2)c1C,7,9,-2,2,32,1574,6,-0.7,-3,/,98
Nc1ncnc2c1nc(SCCO)n2Cc1ccccc1,3,6,4,6,-3,1563,-6,0.4,-2,0.045,106
O=C(Nc1ccccc1N1CCN(C(=O)c2ccccc2)CC1)c1ccc2c(c1)OCO2,-6,10,3,2,-2,1596,9,0.9,-5,/,95
Cc1ccc(S(=O)(=O)C2(C(=O)N(C)C3CCCCC3)CC2)cc1,-3,-13,5,-3,14,1463,-3,0.5,20,/,107
COc1cc(/C=N/Nc2ccccc2)ccc1OC(=O)c1cccs1,0,1,-6,1,-8,1485,-18,1.2,-1,/,111
O=C(CN1CCC(NC(=O)Nc2ccccc2-c2ccccc2)CC1)NCc1ccco1,-4,7,-2,13,5,1496,-3,1.7,8,1.4,108
N#Cc1cc2ccccc2nc1N,5,14,1,-8,-17,1663,3,0.4,9,1.3,101
COc1cc(-c2nnc(-c3ccccc3)o2)cc(OC)c1OC,-8,6,2,-2,/,1654,22,23*,-3,-1.1,82

Next results follow:
compound,PPARg SRC-3 ag,PPARg SRC-2 ag,PPARg SRC-1 ag,STAT1 inh,S1P3 antagonist,TR-FRET SRC-2 ct,STAT3 inh,RAM network inh,TLR4 MyD88 comp,ROMK primary,STAT3 activator
COc1cc(CN2CCNC(=O)C2CC(=O)NCCc2ncccc2C)cc(OC)c1 (configuration not stated),4,3,8,1,6,1741,8,1.5,-11,0.93,104
O=C(Nc1ccccc1N1CCCCC1)c1ccc(-c2cccc(Cl)c2)o1,3,6,1,3,-5,1584,-26,9.5*,4,0.82,122
O=C(c1cccs1)N(Cc1ccco1)C1CCS(=O)(=O)C1 (configuration not stated),-3,4,7,2,-24,1535,1,-0.5,-1,/,102
COc1ccc(C(=O)NC(=S)N(CCC(C)C)c2c(N)n(Cc3ccccc3)c(=O)[nH]c2=O)cc1,4,12,2,7,-9,1664,-3,4.6,-3,/,99
CCc1ccc2[nH]c(=O)c(CN(CCN3CCCC3)C(=O)NC3CCCCC3)cc2c1,-4,5,8,2,-23,1635,0,1.8,6,/,104
O=C(Cn1cccc1C(=O)c1ccccc1)NCc1ccc2c(c1)OCO2,-1,-2,9,-11,-20,1679,2,4.3,10,0.17,102
CCOC(=O)c1cccnc1NC(=O)c1ccccc1,4,5,4,7,-8,1653,13,0.0,-6,1.1,90
O=C(CCn1c(=O)sc2ccccc21)Nc1nc2ccccc2s1,8,1,11,4,/,1664,12,3.8,-15,/,97
O=C(NC(c1ccccc1)c1ccccc1)C1CCCO1 (configuration not stated),-3,2,0,3,-5,1421,-1,-0.1,-5,/,102
Cc1cc(C)c(OCCN2C(=O)NC(C)(C)C2=O)c(Cl)c1,0,0,6,7,/,1520,6,0.3,2,/,98
CCCCOc1ccc(C(=O)Nc2ccc3c(c2)OCO3)cc1,2,-5,-6,-15,2,1457,3,2.3,-3,1.1,101
CCC(=O)Oc1c(S(=O)(=O)c2ccc(C)cc2)c(C)nn1C(C)(C)C,3,-12,6,-2,11,1608,-17,1.5,-3,-1,116
O=C(NC1CCCCCCC1)C1CCN(S(=O)(=O)N2CCC3(CC2)OCCO3)CC1,-12,1,1,5,-24,1390,10,-0.1,7,/,95
CC(=O)CC(=O)NC1C2CC3CC(C2)CC1C3 (configuration not stated),-9,-9,-3,-6,-41,1488,-2,0.9,3,1.6,104
O=C(Nc1nc2ccc(S(=O)(=O)N3CCOCC3)cc2s1)c1cccs1,3,8,6,-4,-10,1676,1,6.6,-4,-0.078,103
COc1ccccc1CNS(=O)(=O)c1c(C)noc1C,10,8,11,-5,-13,1595,10,1.3,0,/,94
Cc1ccccc1NN=Nc1nc2c([nH]1)c(=O)n(C)c(=O)n2C,-6,1,15,-7,-8,1572,-13,1.6,6,/,106
